VHR inh color = VHR1 phosphatase inhibitors, primary screen, biochemical, colorimetric, HTS; recombinant VHR phosphatase, colorimetric substrate read-out; actives 0.7% (n = 50,000); inhibition, % at 20 µM; in the data active = inhibition above about 60%; also: some results filed as inactive read as strong as hits
Target sequence (P51452 whole entry, looked up): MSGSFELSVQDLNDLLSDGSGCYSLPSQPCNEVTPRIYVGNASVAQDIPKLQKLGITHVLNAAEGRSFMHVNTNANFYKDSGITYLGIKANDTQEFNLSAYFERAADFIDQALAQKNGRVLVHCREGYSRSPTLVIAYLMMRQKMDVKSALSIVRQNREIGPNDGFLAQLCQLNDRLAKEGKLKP
The depositor's hits bear a star. The list is partial; the hit share may differ from the screen's.

SMILES | VHR inh color
O=C(O)CCC(=O)c1cccc([N+](=O)[O-])c1 | 4
CN(C)/C=C1\Cc2ccccc2NC1=C(C#N)C#N | 3
Cc1ccc(C(C)C)c(OC(=O)c2ccccc2[N+](=O)[O-])c1 | -5
COC(=O)c1ccc(NC(=O)COc2ccc3ccccc3c2)cc1 | 0
CCOc1ccc(C(=O)N2CCC(Cc3ccccc3)CC2)cc1OCC | 25
CC1=C(C(=O)OCC(C)C)C(c2ccc(OCc3ccccc3)cc2)C2=C(CCCC2=O)N1 (centres undefined) | -16
c1ccc2c(N3CCCCC3)nc(-c3ccncc3)nc2c1 | -33
CCCCOc1ccc(C(=O)Nc2ccc(-c3nc4ncccc4o3)cc2)cc1 | -10
Cc1ccc(-n2c(C)cc(/C=C3\NC(=O)NC3=O)c2C)cc1C | 6
CC(C)COc1ccc(C(=O)N/C(=C/c2ccc3c(c2)OCO3)C(=O)O)cc1 | -7
COc1ccc(C(O)(C(=O)NCc2ccc(N(C)C)cc2)c2ccc(OC)cc2)cc1 | 0
CC(=O)NC(c1ccccc1)C1C(=O)N(c2ccccc2)N=C1C (centres undefined) | -3
O=C1S/C(=C/c2cccc(O)c2)C(=O)N1c1ccccc1 | 8
O=C(N/N=C/c1ccccc1)c1cc(Br)ccc1O | -2
O=C(Nc1ccc2ccccc2c1)c1ccccc1F | -6
O=C(/C=C/c1ccc2c(c1)OCO2)N1CCC(CN2C(=O)c3cccc4cccc(c34)C2=O)CC1 | 0
Cc1cc(/C=N/n2cnnc2)c(C)n1-c1ccccc1 | -19
CCN1CCN(c2nc(-c3ccc(Cl)cc3)nc3ccccc23)CC1 | -3
CC(=O)Oc1cc2ccccc2cc1-c1nc2n(n1)C(=O)CCS2 | 7
Cc1cccc(N2C(=O)/C(=C/c3ccc(I)cc3)SC2=S)c1 | 4
O=C(Nc1ccc(OC(F)(F)F)cc1)c1ccc(Br)cc1 | 4
COC(=O)C1CC(=O)OC1c1ccccc1 (centres undefined) | -3
CC(C)C(=O)Nc1sc2c(c1C(=O)Nc1ccc(Br)cc1)CCC2 | 4
CCOC(=O)C(CCCOc1c(C)cc(Cl)cc1C)C(=O)OCC | 4
N#C/C(=C/c1ccc(O)cc1)C(=O)Nc1cccc(Br)c1 | 4
COc1cccc(C(=O)N2CCN(C3CC4CCC3C4)CC2)c1 (centres undefined) | -18
CC(C)COc1ccc(C(=O)Nc2ccccc2[N+](=O)[O-])cc1 | 0
NC(=O)c1ccc(NC(=O)c2ccccc2I)cc1 | 15
CCCC1(c2ccccc2)C(=O)NC(=O)NC1=O | 23
CCOC(=O)c1sc2nc(C)ccc2c1N | -16
CN(C)/C=C1/CCc2c([nH]c3ccccc23)C1=O | 35
C=CCOC(=O)C1=C(C)NC(C)=C(C(=O)OCC=C)C1c1ccc(C(=O)OC)cc1 | 18
O=C(CSc1nc2ccccc2[nH]1)Nc1nc2ccccc2s1 | -13
N#C/C(=C\c1ccc(Cl)cc1)c1nc(C2CC2)cs1 | -11
CCOC(=O)/C=C1/NC2(CCCC2)Cc2cc(OC)c(OC)cc21 | 0
Cc1csc(N(CCC(N)=O)CCC(N)=O)n1 | -4
CCc1ncc(C(O)(c2ccccc2)c2ccc(C)cc2)n1C (centres undefined) | 2
COc1ccc(/C=C/C(=O)Nc2cc3nn(-c4ccc(C)cc4)nc3cc2C)cc1 | 8
Cc1nc(-c2ccccc2)nc(N/N=C/c2cccc(F)c2)c1C | -14
CC(C)C(=O)Nc1cccc(-c2nc3ccccc3o2)c1 | 4
Cc1cc(C=O)c(C)n1-c1ccc([N+](=O)[O-])cc1 | 6
O=[N+]([O-])c1ccc(-c2ccc(/C=N/Nc3nnc4c(n3)[nH]c3ccccc34)o2)cc1 | -10
Cn1c(O)c(C=NCC2(C)CC(O)CC(C)(C)C2)c(=O)n(C)c1=S (centres undefined) | -2
C=CCn1c(=O)c(C(=O)Nc2cccc(C)c2)c(O)c2ccccc21 | -92
Cc1ccnc(NC(=O)COc2ccc(Cl)c(C)c2)c1 | -6
Cc1cc(C)cc(NC(=O)COc2ccc(Cl)cc2C)c1 | -24
CCc1nnc(NS(=O)(=O)c2ccc(N/C=C\C(=O)c3ccc4c(c3)OCO4)cc2)s1 | -12
Cc1nc2sccn2c1C(=O)NN=C1CCCCC1 | 7
Cc1cc(=O)[nH]c(N/N=C/c2ccccc2[N+](=O)[O-])n1 | -10
Cc1ccc(N2NC(=O)/C(=C/c3ccc(-c4ccc(S(N)(=O)=O)cc4)o3)C2=O)cc1 | 56
CCOc1cc(/C=C2/SC(=S)N(C)C2=O)ccc1OCCOc1ccc(C(C)(C)C)cc1 | -29
CCOc1ccc(N2C(=O)S/C(=C\c3ccc(C)o3)C2=O)cc1 | 4
COc1ccc(S(=O)(=O)Nc2ccc(C)c(Cl)c2)cc1OC | 6
CC(=O)Oc1ccc(C(=O)Nc2cccc(C(=O)O)c2C)cc1 | 6
c1ccc(-c2nnc(N3CCOCC3)c3ccccc23)cc1 | -10
CCOc1ccc(/C=N/NC(=O)c2ccccc2O)cc1 | -28
COc1cc(/C=C2\SC(=S)N(C)C2=O)ccc1OC(=O)c1sc2cc(C)ccc2c1Cl | -16
O=C(Nc1ccc(Br)cc1)Nc1cccc(Cl)c1 | -28
CC(=O)C1=C(c2ccccc2)C(=O)c2ccccc2C1=O | -10
O=C(/C=C/c1ccco1)N1CCN(c2ccc(F)cc2)CC1 | -1
(list continues)
SMILES | VHR inh color
O=C1C=CC(=O)N1c1cccc([N+](=O)[O-])c1 | 25
C=CCOc1cccc(/C=N/NC(=O)C(=O)NCc2cccnc2)c1 | -18
C=COCCNC(=O)C(=O)Nc1c(C)cccc1C | -18
COc1cc(C(=O)NN2C(=O)/C(=C/c3ccc(OC)c(OC)c3)SC2=S)ccc1O | 1
Cc1nc2ccccc2nc1-c1ccc([N+](=O)[O-])cc1 | -6
O=C(O)c1ccc(NC(=O)c2ccc(Br)cc2)cc1 | 0
Cc1oc(C(C)(C)C)cc1C(=O)Nc1ccc(N(C)C)cc1 | -8
CCOC(=O)c1cnn(-c2ccccc2)c1NC(=O)c1ccccc1 | -22
Cc1cccc(NC(=O)C2C3C=CC(C4CC34)C2C(=O)O)c1C (centres undefined) | 100*
COc1cccc(OC)c1C(=O)NNC(=O)c1ccc(F)cc1 | 9
COc1ccccc1C1/C(=C(\O)c2ccc(F)cc2)C(=O)C(=O)N1CCCCCC(=O)O (centres undefined) | 4
O=C1OC2C=CC(Br)=CC2C=C1C(=O)N1CCSC1c1ccc2c3c(cccc13)CC2 (centres undefined) | -21
CC1=C(C(=O)Nc2ccc(Cl)cc2)C(c2ccccc2Br)NC(=O)N1 (centres undefined) | -1
O=c1[nH]c(O)c(C=Nc2ccc(F)c(F)c2)c(=O)[nH]1 | -37
O=C1C(=O)N(CCc2ccccc2)c2ccc(Br)cc21 | -3
COC(=O)c1c(C)oc2ccc(NS(=O)(=O)c3ccc(Cl)cc3)cc12 | -10
O=[N+]([O-])c1ccc(OC(CNS(=O)(=O)c2ccc(Cl)cc2)c2ccccc2)cc1 (centres undefined) | -3
COc1cc(C(=O)Nc2ncc3c(n2)CC(C)(C)CC3=O)cc(OC)c1OC | 5
CC(=O)Nc1cc(-c2ccc(Cl)cc2)[nH]n1 | -18
CC1=NC2(CCCc3c2no[n+]3[O-])N(O)C1(C)C (centres undefined) | 2
CCOC(=O)c1ccc(N2NC(=O)/C(=C/c3cc(OC)c(OC)cc3Br)C2=O)cc1 | -14
C=CCc1c(C)nc2cc(-c3ccc(C)cc3)[nH]n2c1=O | -8
Cc1ccc(-c2cc(C(=O)N3CCC(Cc4ccccc4)CC3)c3ccccc3n2)o1 | -7
CCN(CC)C(=Nc1ccccc1)n1cncn1 | -20
CC(C)C(=O)NC(=S)N1CCOCC1 | 0
OC(CNCC1CCCO1)Cn1c2ccc(Br)cc2c2cc(Br)ccc21 (centres undefined) | 21
Cc1cccc(NC(=O)CCCOc2ccccc2)c1 | -6
CCOC(=O)C1C(=O)CC(C)(O)C(C(=O)OCC)C1c1cccc(Cl)c1 (centres undefined) | 10
NS(=O)(=O)c1ccc(-c2ccc(/C=N/Nc3ccccc3)o2)cc1 | 5
O=C(Nc1ccc(N2CCOCC2)cc1)c1ccc(F)cc1 | -25
COc1ccc(/C=N\N2CCN(c3ccccc3)CC2)c(OC)c1OC | 10
O=C(Nc1cc2cc(Cl)ccc2oc1=O)c1ccccc1 | -6
COc1ccc(N=Cc2c(O)n(-c3ccccc3F)c(=O)[nH]c2=O)c(OC)c1 | -22
CC(=O)Nc1ccc(NS(=O)(=O)c2ccc(NC(C)=O)cc2)cc1 | -24
COc1ccccc1/C=C1/C(=O)C2CCN1CC2 | -17
COCCOC(=O)c1c(C)oc2ccc(OC/C=C/c3ccccc3)cc12 | -18
COCCNC(=O)C(C)Sc1ccc(Cl)cc1 (centres undefined) | -58
CCOC(=O)c1c(NC(=O)C2CCCCC2)sc(C(=O)N(CC)CC)c1C | 12
CCN(CC)C(=S)SC1CC(=O)N(c2ccccc2)C1=O (centres undefined) | 36
Cc1cc(Cl)ccc1OC(C)C(=O)Nc1c(Cl)cccc1Cl (centres undefined) | 30

Some of the entries so far, tab-delimited:
structure	VHR inh color
COC(=O)c1c(C)oc2ccc(NS(=O)(=O)c3ccc(Cl)cc3)cc12	-10
O=[N+]([O-])c1ccc(OC(CNS(=O)(=O)c2ccc(Cl)cc2)c2ccccc2)cc1 (centres undefined)	-3
COc1cc(C(=O)Nc2ncc3c(n2)CC(C)(C)CC3=O)cc(OC)c1OC	5
CC(=O)Nc1cc(-c2ccc(Cl)cc2)[nH]n1	-18
CC1=NC2(CCCc3c2no[n+]3[O-])N(O)C1(C)C (centres undefined)	2
CCOC(=O)c1ccc(N2NC(=O)/C(=C/c3cc(OC)c(OC)cc3Br)C2=O)cc1	-14
C=CCc1c(C)nc2cc(-c3ccc(C)cc3)[nH]n2c1=O	-8
Cc1ccc(-c2cc(C(=O)N3CCC(Cc4ccccc4)CC3)c3ccccc3n2)o1	-7
CCN(CC)C(=Nc1ccccc1)n1cncn1	-20
CC(C)C(=O)NC(=S)N1CCOCC1	0
OC(CNCC1CCCO1)Cn1c2ccc(Br)cc2c2cc(Br)ccc21 (centres undefined)	21
Cc1cccc(NC(=O)CCCOc2ccccc2)c1	-6
CCOC(=O)C1C(=O)CC(C)(O)C(C(=O)OCC)C1c1cccc(Cl)c1 (centres undefined)	10
NS(=O)(=O)c1ccc(-c2ccc(/C=N/Nc3ccccc3)o2)cc1	5
O=C(Nc1ccc(N2CCOCC2)cc1)c1ccc(F)cc1	-25
COc1ccc(/C=N\N2CCN(c3ccccc3)CC2)c(OC)c1OC	10
O=C(Nc1cc2cc(Cl)ccc2oc1=O)c1ccccc1	-6
COc1ccc(N=Cc2c(O)n(-c3ccccc3F)c(=O)[nH]c2=O)c(OC)c1	-22
CC(=O)Nc1ccc(NS(=O)(=O)c2ccc(NC(C)=O)cc2)cc1	-24
COc1ccccc1/C=C1/C(=O)C2CCN1CC2	-17
COCCOC(=O)c1c(C)oc2ccc(OC/C=C/c3ccccc3)cc12	-18
COCCNC(=O)C(C)Sc1ccc(Cl)cc1 (centres undefined)	-58
CCOC(=O)c1c(NC(=O)C2CCCCC2)sc(C(=O)N(CC)CC)c1C	12
CCN(CC)C(=S)SC1CC(=O)N(c2ccccc2)C1=O (centres undefined)	36
Cc1cc(Cl)ccc1OC(C)C(=O)Nc1c(Cl)cccc1Cl (centres undefined)	30

(further entries)
SMILES | VHR inh color
COc1ccc(-c2cc(C(F)(F)F)n3ncc(C(=O)N4CCN(Cc5ccccc5)CC4)c3n2)cc1 | 18
Cc1ccc(Nc2cc(C)c3ccccc3n2)c(C)c1 | -10
Cc1ccc(/C=C2\SC(=O)N(CCC(=O)NNC(=O)c3cccc(Cl)c3)C2=O)cc1 | -31
CCOC(=O)c1c(NC(=O)COc2ccc(Cl)cc2)sc(C(=O)Nc2ccc(OC)cc2OC)c1C | 3
O=C1CNC(=O)c2c(ncn2Cc2ccccc2)N1 | -29
C=CCCCC(=O)Nc1ccc(-c2ccc(NC(=O)CCCC=C)cc2)cc1 | -8
CC(=O)Nc1ccccc1NC(=O)COc1ccc(C)cc1 | -32
CCn1c(=O)c(C(=O)Nc2ccccc2O)c(O)c2ccccc21 | -14
Cc1cc(C)n(S(=O)(=O)c2cccc(Cl)c2Cl)n1 | -18
COc1ccc(CCNc2cc(N3CCN(S(C)(=O)=O)CC3)ccc2[N+](=O)[O-])cc1OC | 5
O=C1SC(Nc2ccc(I)cc2)C(=O)N1c1ccccc1 (centres undefined) | -22
Cc1ccc(C)c(NC(=O)CN(c2ccc(C)c(Cl)c2)S(C)(=O)=O)c1 | -7
COc1cc(OC)cc(C(=O)Nc2ccc(C(N)=O)cc2)c1 | -21
COc1ccc(-c2cc(C(=O)Nc3ccccn3)c3ccccc3n2)cc1OC | -6
Cc1ccc(NCC(=O)N/N=C\c2ccc[nH]2)cc1 | -19
CC1(C)Cc2c(sc3nc(SCCOc4ccccc4)n(-c4ccccc4)c(=O)c23)CO1 | -6
CC(=O)N/C(=C\c1ccccc1)C(=O)NCC(=O)O | 9
CCOc1ccc(/C=C/C(=O)Nc2cc([N+](=O)[O-])ccc2C)cc1OC | -5
O=C(COc1ccc(Cl)cc1Cl)N1CCC(Cc2ccccc2)CC1 | 6
NC(=O)CSc1nc2ccc(NC(=O)c3ccccc3)cc2s1 | 2
CCCN(c1ccccc1C)S(=O)(=O)c1ccc(Cl)cc1 | -19
CCNC(=O)N1c2cc(C)ccc2C(C)=CC1(C)C | -11
O=C(Nc1ccc2oc(-c3cccnc3)nc2c1)c1ccc([N+](=O)[O-])cc1Cl | -4
O=C(/C=C/c1ccccc1)NCCOC(=O)Nc1ccccc1 | -16
CCOCCOC(=O)c1ccc(NC(=O)c2cc(OC)c(OC)c(OC)c2Br)cc1 | 4
COc1cccc(NC(=O)C(=O)N/N=C/c2ccc(C(=O)O)cc2)c1 | -14
CCN(CC)c1ccc(C(=O)Nc2ccccc2C(F)(F)F)cc1 | 6
COc1ccc(-c2cc(-c3ccccc3)[nH]c(=O)n2)cc1OC | 6
N#C/C(=C/c1cccc(C(F)(F)F)c1)C(=O)Nc1ccc(Cl)cc1 | -10
CC1(C(=O)O)CC(=O)N=C2C=CC=CN21 (centres undefined) | -14
O=C(COc1ccccc1[N+](=O)[O-])N=Nc1c(O)[nH]c2ccccc12 | -14
COc1ccc2c(c1)-c1c(ssc1=Nc1ccc(S(=O)(=O)NC(C)=O)cc1)C(C)(C)N2 | -3

Source: PubChem
